LYPLA1 counter = counter-screen for PME1 inhibitors: inhibitors of human LYPLA1; hit rate 0.16% among 320,000; recombinant LYPLA1, FP-Rh probe fluorescence polarization; O75608; AID 2174; inhibition, % at 5.9 µM;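 active = inhibition above the mean of all tested compounds plus 3 SD, set per campaign, cut at about 14% in these data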;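 also: inhibitors block serine hydrolase probe labeling of LYPLA1 so polarization falls; 0% = enzyme with DMSO and 100% = wells lacking LYPLA1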
PAFAH1B2 FP inh = inhibitors of human PAFAH1B2; AID 492953; hit rate 1.2% among 340,000; inhibition, % at 3.39 µM; recombinant PAFAH1B2, FP-rhodamine activity probe, fluorescence polarization; P68402;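 active = inhibition above the mean of all tested compounds plus 3 SD, cut at about 24% in these data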;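 also: 0% = enzyme with DMSO and 100% = wells lacking PAFAH1B2; many of its hits are not listed in these tables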
pPAFAH inh = inhibitors of human plasma PAF acetylhydrolase (pPAFAH); recombinant pPAFAH, FP-rhodamine probe fluorescence polarization; inhibition, % at 3.39 µM; hit rate 1.5% among 330,000; AID 463082;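 active = inhibition above the mean inhibition across the screen plus 3 SD, cut at about 25% in these data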;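 also: inhibitors block binding of the rhodamine activity-based probe so polarization drops; 0% = enzyme with DMSO and 100% = wells lacking pPAFAH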
Target sequence (Q13093 whole entry, looked up): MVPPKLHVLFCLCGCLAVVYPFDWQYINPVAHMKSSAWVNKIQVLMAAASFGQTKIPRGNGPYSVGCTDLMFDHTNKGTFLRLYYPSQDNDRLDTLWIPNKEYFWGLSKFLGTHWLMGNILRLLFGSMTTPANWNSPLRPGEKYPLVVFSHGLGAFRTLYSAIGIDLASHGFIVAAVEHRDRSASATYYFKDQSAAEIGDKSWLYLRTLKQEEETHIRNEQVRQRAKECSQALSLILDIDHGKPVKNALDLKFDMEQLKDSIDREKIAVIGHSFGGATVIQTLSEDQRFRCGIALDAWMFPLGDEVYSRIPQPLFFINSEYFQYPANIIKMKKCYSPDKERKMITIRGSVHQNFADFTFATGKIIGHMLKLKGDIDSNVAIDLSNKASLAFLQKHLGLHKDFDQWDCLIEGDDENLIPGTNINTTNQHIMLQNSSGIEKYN
PME-1 primary = PME-1 (human) inhibition; recombinant PME-1, FP-Rh probe fluorescence polarization; inhibition, % at 5.9 µM; hit rate 0.53% among 320,000;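 active = inhibition above the campaign mean of all compounds plus 3 SD, cut at about 26% in these data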;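 also: competitive labeling of PME-1 active site by serine hydrolase directed probe; 0% = PME-1 with DMSO and 100% = wells lacking PME-1 enzyme; inhibitors block probe labeling so polarization falls and inhibition rises; many of its hits are not listed in these tables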
PAD4 inh = inhibitors of human PAD4. inhibition, % at 6.36 µM. Q9UM07. recombinant PAD4, RCA probe fluorescence polarization. hit rate 0.41% among 330,000;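 active = percent inhibition above a cutoff equal to the mean of all tested compounds plus 3 SD, cut at about 15% in these data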;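 also: 0% = PAD4 with RCA probe and DMSO and 100% = probe without PAD4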
PAFAH2 inh = PAFAH2 (human) inhibition; inhibition, % at 3.39 µM; recombinant PAFAH2, FP-rhodamine activity probe, fluorescence polarization; Q99487; hit rate 0.99% among 340,000;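 active = inhibition above the mean over all tested compounds plus 3 SD, cut at about 30% in these data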;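 also: inhibitors block probe labeling of enzyme so polarization drops; 0% = enzyme with DMSO and 100% = wells lacking PAFAH2 protein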
Fam108B inh = counter-screen for RBBP9 inhibitors: inhibitors of mouse Fam108B. inhibition, % at 9.51 µM. recombinant Fam108B, FP-Rh probe fluorescence polarization. hit rate 0.33% among 300,000;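 active = inhibition above the screen mean inhibition plus 3 SD, computed separately per campaign, cut at about 18% in these data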;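 also: inhibitors lower polarization as less probe binds the enzyme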
GSTO1 counter = GSTO1 inhibition, counter-screen for RBBP9 inhibitors. P78417. recombinant GSTO1, activity-based probe fluorescence polarization. inhibition, % at 5.96 µM. hit rate 1.1% among 300,000. AID 1974;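 active = inhibition above the campaign mean inhibition plus 3 SD, cut at about 35% in these data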;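 also: 0% = GSTO1-1 with DMSO and 100% = wells lacking GSTO1-1 enzyme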
Target sequence (P78417 whole entry, looked up): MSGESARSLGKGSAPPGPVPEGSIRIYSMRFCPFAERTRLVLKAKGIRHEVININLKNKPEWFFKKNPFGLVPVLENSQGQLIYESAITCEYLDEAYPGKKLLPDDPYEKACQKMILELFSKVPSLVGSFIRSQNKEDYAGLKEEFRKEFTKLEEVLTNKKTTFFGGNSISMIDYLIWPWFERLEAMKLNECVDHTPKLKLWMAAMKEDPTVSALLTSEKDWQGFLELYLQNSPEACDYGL
PAFAH1B3 inh = PAFAH1B3 (human) inhibition; AID 492972; Q15102; hit rate 0.28% among 340,000; recombinant PAFAH1B3, FP-rhodamine probe, fluorescence polarization; inhibition, % at 3.39 µM;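 active = inhibition above the screen-wide average of all tested compounds plus 3 SD, cut at about 25% in these data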;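 also: 0% = enzyme with DMSO only and 100% = wells lacking PAFAH1B3 protein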
Target sequence (Q15102 whole entry, looked up): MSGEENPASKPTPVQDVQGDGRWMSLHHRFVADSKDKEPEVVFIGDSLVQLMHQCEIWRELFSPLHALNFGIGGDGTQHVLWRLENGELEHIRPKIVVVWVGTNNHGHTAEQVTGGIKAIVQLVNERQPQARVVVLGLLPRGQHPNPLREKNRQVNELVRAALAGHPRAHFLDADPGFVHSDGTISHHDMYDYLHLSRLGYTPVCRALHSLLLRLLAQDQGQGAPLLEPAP
The depositor's hits bear a star; . = not tested or not shown. This is a subset, so the mix of outcomes need not match the whole.

SMILES	LYPLA1 counter	PAFAH1B2 FP inh	pPAFAH inh	PME-1 primary	PAD4 inh	PAFAH2 inh	Fam108B inh	GSTO1 counter	PAFAH1B3 inh
COc1cccc(CNC(=O)c2ccc(CS(=O)Cc3ccc(C)cc3)o2)c1 (centres undefined)	-2	-3	-6	-9	-3	6	1	4	2
O=C1c2ccc([N+](=O)[O-])cc2S(=O)(=O)N1Cc1ccccc1	1	16	0	4	-4	4	1	10	8
CN(C)C(=O)Cn1c(=O)n(S(=O)(=O)c2ccccc2)c2ccccc21	1	5	0	2	-7	4	-2	2	6
C=CCOC(=O)/C(=C\C=C\c1ccccc1)NC(=O)c1ccccc1	-3	4	5	1	-1	3	1	6	1
O=C(c1ccccc1)N1CCN(CC(O)COc2ccc(Br)cc2)CC1 (centres undefined)	1	2	3	-3	2	-5	3	10	1
O=C(Cn1cnc2cc([N+](=O)[O-])ccc2c1=O)N1CCN(S(=O)(=O)c2ccccc2)CC1	.	-1	2	.	-7	1	.	.	5
CCN(C(=O)COC(=O)CCC(=O)c1ccccc1)c1c(N)n(Cc2ccccc2)c(=O)[nH]c1=O	-1	2	-3	4	-1	6	.	.	10
COc1ccc(C(=O)Nc2nncs2)cc1S(=O)(=O)N1CC(c2ccccc2)CC1=O (centres undefined)	-2	1	-1	-1	0	10	0	-6	1
O=C1CC(N2CCN(Cc3ccc(Cl)cc3)CC2)C(=O)N1CCc1ccccc1 (centres undefined)	-2	19	1	0	3	0	-3	1	-4
O=C(CSc1nc2c(cnn2-c2ccccc2)c(=O)[nH]1)N1N=C(c2cccs2)CC1c1ccc(F)cc1 (centres undefined)	0	-2	-2	2	4	0	7	12	3
CC(NC(=O)NC(=O)c1ccc(F)cc1)C1CC1 (centres undefined)	.	5	0	.	2	0	.	.	13
Cc1nnc(SCC(=O)Nc2cccc(N)c2)n1-c1ccccc1	0	2	6	2	-6	-4	7	5	8
Cc1ccc(O)c(/C=N/NC(=O)c2[nH]ncc2Br)c1	2	0	0	2	-3	3	-6	-1	5
CCOCCCNC(=S)N1C2CCC1CC(NC(=O)NC1CCCCC1)C2 (centres undefined)	-5	-2	4	-1	-5	4	3	6	11
O=C(COC(=O)C1=COCCO1)Nc1cccc(Oc2ccccc2)c1	-4	5	4	0	5	90*	-3	2	10
CCOC(=O)CSc1cc(C(F)(F)F)nc(-c2ccccn2)n1	0	0	4	-7	2	-3	4	-2	10
CCOc1ccccc1C(=O)NCC(=O)N1CCC(C)CC1	.	1	-1	.	-1	1	.	.	3
COc1cccc(NC(=S)Nc2ccc(F)cc2)c1	-1	1	-3	4	3	-1	1	0	9
CN(Cc1cnn(C)c1)C(=O)C1CCC(=O)N(Cc2ccc(Cl)cc2)C1 (centres undefined)	2	-2	3	4	1	-3	-1	-2	4
CCN(CC)CCN(C(=O)/C=C/c1cccs1)c1nc2ccc(F)cc2s1	-5	9	-2	-10	-2	1	5	8	11

In a second layout: results already given.
compound | LYPLA1 counter | PAFAH1B2 FP inh | pPAFAH inh | PME-1 primary | PAD4 inh | PAFAH2 inh | Fam108B inh | GSTO1 counter | PAFAH1B3 inh
COc1cccc(CNC(=O)c2ccc(CS(=O)Cc3ccc(C)cc3)o2)c1 (centres undefined) | -2 | -3 | -6 | -9 | -3 | 6 | 1 | 4 | 2
O=C1c2ccc([N+](=O)[O-])cc2S(=O)(=O)N1Cc1ccccc1 | 1 | 16 | 0 | 4 | -4 | 4 | 1 | 10 | 8
CN(C)C(=O)Cn1c(=O)n(S(=O)(=O)c2ccccc2)c2ccccc21 | 1 | 5 | 0 | 2 | -7 | 4 | -2 | 2 | 6
C=CCOC(=O)/C(=C\C=C\c1ccccc1)NC(=O)c1ccccc1 | -3 | 4 | 5 | 1 | -1 | 3 | 1 | 6 | 1
O=C(c1ccccc1)N1CCN(CC(O)COc2ccc(Br)cc2)CC1 (centres undefined) | 1 | 2 | 3 | -3 | 2 | -5 | 3 | 10 | 1
O=C(Cn1cnc2cc([N+](=O)[O-])ccc2c1=O)N1CCN(S(=O)(=O)c2ccccc2)CC1 | . | -1 | 2 | . | -7 | 1 | . | . | 5
CCN(C(=O)COC(=O)CCC(=O)c1ccccc1)c1c(N)n(Cc2ccccc2)c(=O)[nH]c1=O | -1 | 2 | -3 | 4 | -1 | 6 | . | . | 10
COc1ccc(C(=O)Nc2nncs2)cc1S(=O)(=O)N1CC(c2ccccc2)CC1=O (centres undefined) | -2 | 1 | -1 | -1 | 0 | 10 | 0 | -6 | 1
O=C1CC(N2CCN(Cc3ccc(Cl)cc3)CC2)C(=O)N1CCc1ccccc1 (centres undefined) | -2 | 19 | 1 | 0 | 3 | 0 | -3 | 1 | -4
O=C(CSc1nc2c(cnn2-c2ccccc2)c(=O)[nH]1)N1N=C(c2cccs2)CC1c1ccc(F)cc1 (centres undefined) | 0 | -2 | -2 | 2 | 4 | 0 | 7 | 12 | 3
CC(NC(=O)NC(=O)c1ccc(F)cc1)C1CC1 (centres undefined) | . | 5 | 0 | . | 2 | 0 | . | . | 13
Cc1nnc(SCC(=O)Nc2cccc(N)c2)n1-c1ccccc1 | 0 | 2 | 6 | 2 | -6 | -4 | 7 | 5 | 8
Cc1ccc(O)c(/C=N/NC(=O)c2[nH]ncc2Br)c1 | 2 | 0 | 0 | 2 | -3 | 3 | -6 | -1 | 5

The list continues.
SMILES	LYPLA1 counter	PAFAH1B2 FP inh	pPAFAH inh	PME-1 primary	PAD4 inh	PAFAH2 inh	Fam108B inh	GSTO1 counter	PAFAH1B3 inh
O=C(c1ccccc1)C1C(c2ccccc2)C1[N+](=O)[O-] (centres undefined)	-3	3	6	3	-6	0	2	-6	4
CCC(=O)N1CN(S(=O)(=O)c2ccc(C)cc2)CC1C (centres undefined)	0	8	3	1	-2	0	2	8	5
COCc1[nH]nc2c1C(c1cccc(OC)c1)C(C#N)=C(N)O2 (centres undefined)	0	1	-8	-5	-4	7	6	20	11
CC1CN(C(=O)CSc2ncnc3sccc23)CC(C)O1 (centres undefined)	2	0	2	-8	-12	-8	-5	1	8
CC(C)n1cc(C(=O)N2CCCC(Nc3ccc(F)c(F)c3)C2)cn1 (centres undefined)	0	6	-1	-3	-2	2	7	1	3
CCOc1ccc(CCNc2ccc3nnc(-c4ccccc4)n3n2)cc1OCC	-3	-3	-6	-3	-2	6	-5	-1	4
COc1ccc(C2c3cc(OC)c(OC)cc3CCN2C2CC(=O)N(c3ccccc3)C2=O)cc1OC (centres undefined)	0	4	-2	-2	-6	-3	-5	2	4
CCn1cc(C(=O)N2CCn3c(nc4ccccc43)C2)c(=O)c2ccc(C)nc21	1	0	4	7	-1	7	1	4	3
COCCn1c(SCC(=O)N2CC(=O)Nc3ccccc32)nc2ccccc21	3	3	1	-3	-3	4	-2	4	-5
CCc1ccccc1NC(=O)CSc1n[nH]c(-c2cccnc2)n1	-1	3	1	1	0	0	0	4	4
CCOc1ccc(C(C)(C)C)cc1S(=O)(=O)n1nc(C)cc1C	5	11	-1	6	0	2	-4	2	7
O=C(NCc1cccs1)c1ccccc1F	-8	6	5	-3	1	7	-1	0	-2
CCOC(=O)CNc1ccc(C(=O)OCC)cc1[N+](=O)[O-]	5	4	4	6	-3	-4	1	-2	6
Cc1ccc(-c2nc3s/c(=C\c4ccco4)c(=O)n3n2)cc1	-5	2	1	-13	-5	4	7	-2	12
CC12CCC(C(=O)N(CSC(=S)N/N=C\c3ccccc3)C1=O)C2(C)C (centres undefined)	-3	6	2	9	1	9	-4	-21	6
O=C(NCc1cccnc1)c1ccc(Cl)c(S(=O)(=O)N2CCCCCC2)c1	1	-1	6	-2	0	2	-1	1	10
Cn1c(N)c(C(=O)COC(=O)CCCOc2ccc(Cl)cc2Cl)c(=O)n(C)c1=O	3	-1	0	1	-4	-2	1	0	2
CCCCn1nc(C(=O)Nc2nc3c(s2)CCCC3)c2ccccc2c1=O	-8	-2	-4	5	-1	6	-3	-3	1
CCN(CC)S(=O)(=O)c1cc(NC(=O)c2cc([N+](=O)[O-])ccc2N2CCOCC2)ccc1C	0	3	10	-1	6	-2	1	3	13
CCOc1ccc(NC(=S)N(CCOC)C(C)c2ccco2)cc1 (centres undefined)	-2	2	-3	-6	1	0	1	3	-1
CN(Cc1ccccc1N1CCCC1)C(=O)c1cc2cc(Cl)ccc2o1	0	5	11	-3	-3	-1	.	.	1
Clc1ccc(CN2CCSCC2)c(Cl)c1	-5	2	-2	-4	5	-7	0	5	5
COc1ccc(N2CCN(C(=O)c3cccc(Cn4cc(Cl)cn4)c3)CC2)cc1	-2	2	7	-4	-3	7	5	10	0
Cc1csc2nc(CNS(=O)(=O)c3ccc(-c4ccccc4)cc3)cn12	1	1	4	22	1	4	1	4	-5
Cc1cc(NC(=O)C2CCCN(S(=O)(=O)c3cnc[nH]3)C2)ccc1Br (centres undefined)	-2	5	2	-4	-8	3	-4	1	9
CCCCNC(=S)N(C)/N=C/c1sc(N2CCCCC2)nc1-c1cccs1	-5	.	4	1	1	.	3	-2	.
COc1ccc(C2N=C(c3ccccc3)C(C)(C)N2O)cc1OC (centres undefined)	3	8	2	5	-1	2	-5	3	-3
CCOC(=O)CN1C(=O)C(=O)N(Cc2c(F)cccc2Cl)C1=O	-1	0	-4	-2	1	-2	10	2	4
O=C(O)COc1ccccc1/C=N/NC(=O)c1cc(-c2ccc(F)cc2)nc2ccccc12	-1	-3	6	-2	0	7	-2	2	2
C=CCN(c1ccccc1C(=O)O)S(=O)(=O)c1ccc(NC(=O)OC)cc1	3	4	4	5	3	-9	-1	5	10
CC(=O)c1cc2c(cc1NC(=O)CCC1CCCC1)OCO2	1	.	4	-6	3	.	6	7	.
C/C(=N\Nc1ncc(Cl)cc1Cl)c1ccc2c(c1)OCO2	0	4	7	5	-7	5	-2	-8	6
CC1CCc2nn(CC(=O)NC3CCCC(C)C3C)cc2C1 (centres undefined)	-2	-4	1	6	-3	-1	3	0	11
O=C(Nc1cccc2[nH]ncc12)c1ccc(F)cc1	2	1	-1	2	-3	4	-3	-4	-2
O=C(NCCCN1CCOCC1)c1ccc2c(c1)N(Cc1c(F)cccc1Cl)C(=O)c1ccccc1S2	0	0	7	8	-4	-3	-4	-1	3
CCOC(=O)N1CCN(C(=O)c2nn(C)c3c2CSc2ccccc2-3)CC1	0	-1	-1	7	4	0	3	-4	-2
Nc1cccn2c(-c3ccc(Cl)c(Cl)c3)cnc12	2	7	12	6	-16	3	16	-9	4
COc1ccccc1N1CCN(C(=O)c2ccc(-c3ccccc3)cc2)CC1	-2	-2	5	4	-3	-1	3	-1	2
COc1ccc(/C=C(\NC(=O)c2ccc(OC)cc2)C(=O)Nc2ccccc2C(=O)O)cc1	-1	3	5	-5	0	-10	-5	0	3
Cc1ccc(C(=O)OCC(=O)Nc2ccccc2N2CCOCC2)cc1	0	3	8	12	0	13	-1	-4	11
CC(C)OCCCn1c(SC(C)C(=O)NCC2CCCO2)nc2cc(Cl)ccc2c1=O (centres undefined)	3	2	9	-4	2	12	0	-1	1

From PubChem BioAssay
